MITF TRPM1 HTS: increases MITF-driven TRPM1 promoter luciferase signal. AID 588334. actives 0.75% (n = 300,000). SK-MEL-5 TRPM1-promoter luciferase, 24 h; % of positive control, neutral wells = 0. activation, % at 12.5 µM;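 active means mean activation of at least 80% with every replicate also reaching 80%; inconclusive means mean reaches 80% but some replicate falls short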;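 further: 0% = neutral control wells and 100% = parthenolide positive control wells; values of inactives mirror those of a sister screen read the other way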
CDK5 inh: CDK5/p35 (human) kinase inhibition; inhibition, % at 10 µM; Q00535+Q15078; Recombinant CDK5/p35, ADP-Glo luminescence, 60 min; actives 0.01% (n = 330,000);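 active means highest replicate inhibition of at least 50% and at least 75% of replicates reaching 50%; inconclusive means only one of the two criteria met; inactive means both criteria failed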;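 further: plate controls were DMSO neutral control for no effect and GW8510 at 10 µM for full effect; many of its hits are not listed in these tables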
Target sequence (Q00535 whole entry, looked up): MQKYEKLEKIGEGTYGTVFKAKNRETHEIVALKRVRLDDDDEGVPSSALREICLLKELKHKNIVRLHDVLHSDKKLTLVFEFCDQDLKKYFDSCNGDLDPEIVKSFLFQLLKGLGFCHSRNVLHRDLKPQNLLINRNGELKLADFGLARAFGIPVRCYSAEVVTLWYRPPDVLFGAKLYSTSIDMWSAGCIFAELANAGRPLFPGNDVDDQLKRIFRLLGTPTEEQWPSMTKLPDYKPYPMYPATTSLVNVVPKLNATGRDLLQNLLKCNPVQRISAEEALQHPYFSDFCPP
Target sequence (Q15078 whole entry, looked up): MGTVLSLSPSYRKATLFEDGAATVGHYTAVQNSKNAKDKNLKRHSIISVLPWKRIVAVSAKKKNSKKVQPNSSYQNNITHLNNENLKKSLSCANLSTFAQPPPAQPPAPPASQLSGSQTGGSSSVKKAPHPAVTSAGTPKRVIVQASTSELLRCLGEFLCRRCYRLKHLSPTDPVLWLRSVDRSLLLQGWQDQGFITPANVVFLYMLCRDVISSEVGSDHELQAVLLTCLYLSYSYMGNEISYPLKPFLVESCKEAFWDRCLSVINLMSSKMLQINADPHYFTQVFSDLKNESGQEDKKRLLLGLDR
CAL PDZ FP-1: inhibitors of human CAL PDZ peptide binding; Q9HD26; actives 0.92% (n = 300,000); inhibition, % at 24.9 µM; purified CAL PDZ, TMR-peptide fluorescence polarization, 1 h; AID 602252;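 active means mean inhibition of at least 30% with at least half of replicates also reaching 30%; inconclusive means no clear call, values can overlap the other calls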;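 further: 0% = DMSO neutral control and 100% = excess unlabeled competitor peptide PRC23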
CAL PDZ FP-2: blocks peptide binding to human CAL PDZ domain | Q9HD26 | actives 0.02% (n = 330,000) | AID 504414 | purified CAL PDZ, TMR-peptide fluorescence polarization, 1 h | inhibition, % at 20 µM;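 active means highest replicate inhibition of at least 40%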;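 further: plate controls were DMSO neutral control wells for no effect and unlabeled competitor peptide control wells for full effect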
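System: purified tagged CAL PDZ domain construct (CerCALP). Schedule: 1 h incubation at room temperature before polarization reading. Medium: 25 mM sodium phosphate pH 7.4, 150 mM NaCl, TCEP, IgG, Thesit. Read-out: percent inhibition from loss of millipolarization. Measured by: FP readout, S and P plane fluorescence. Probe or stimulus: fluorescent TMR peptide probe.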
Wnt act: Wnt/beta-catenin pathway activation; Wnt/beta-catenin reporter cell assay, activator, plate reader; AID 743398; actives 1.2% (n = 300,000); activation, % at 9.35 µM; in the data active means activation above about 30%, passing the limit was not always enough; inconclusive means no clear call, values can overlap the other calls;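 further: 0% = neutral control wells and 100% = positive control wells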
cardiac RTF act: cardiac RTF calcium sensitization; activation, % at 7.2 µM; actives 0.24% (n = 340,000); AID 493008; IANBD-labeled TnC RTF fluorescence at EC20 calcium; 0% EC20 calcium, 100% full calcium; P19429+P45379;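 active means activation above the mean over all tested compounds plus 3 SD, cut at about 30% in these data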;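 further: rise in fluorescence read as greater calcium sensitivity of cardiac thin filaments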
V-ATPase pH: alters yeast V-ATPase proton transport; AID 504577; S. cerevisiae, pHLuorin cytosolic pH fluorescence; response, % at 10 µM; actives 0.37% (n = 350,000); in the data active means response mostly above about 7.3%, no sharp cut-off; inactive means mostly below about 5.4%; further: actives read high; inactives centre near 0; some compounds called inactive have numbers as strong as hits; reference of the scale not given here
Rtt109 HAT inh: blocks Candida albicans Rtt109/Vps75 acetyltransferase activity; Q5AAJ8; purified Rtt109/Vps75, ThioGlo CoA-SH fluorescence, 4 h; inhibition, % at 34.9 µM; actives 0.16% (n = 330,000); AID 540336;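 active means inhibition of at least 50% in every replicate; inconclusive means best replicate reaches 50% inhibition but some replicates fall short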
dFosB activator: activators of mouse delta FosB homodimer; actives 0.99% (n = 340,000); purified delta FosB, TAMRA-CDK5 oligo fluorescence polarization; percent of positive-control signal above neutral wells; activation, % at 25 µM; P13346;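 active means mean activation above about 17%, with every replicate also reaching it, limit read from the data, passing the limit was not always enough; inconclusive means only one of the two conditions met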;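 further: fluorescence polarization rise as delta FosB binds a TAMRA Cdk5 AP-1 oligo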
Target sequence (P13346 whole entry, looked up): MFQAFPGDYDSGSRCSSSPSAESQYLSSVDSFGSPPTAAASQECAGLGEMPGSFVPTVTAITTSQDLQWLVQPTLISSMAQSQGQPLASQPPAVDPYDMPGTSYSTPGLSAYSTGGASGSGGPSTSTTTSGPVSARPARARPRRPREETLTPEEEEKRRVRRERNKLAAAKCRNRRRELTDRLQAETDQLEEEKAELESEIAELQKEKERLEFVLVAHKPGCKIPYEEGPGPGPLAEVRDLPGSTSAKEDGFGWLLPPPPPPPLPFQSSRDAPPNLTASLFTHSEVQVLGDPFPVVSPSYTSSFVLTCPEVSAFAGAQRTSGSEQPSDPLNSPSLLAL
Tat export inh: inhibitors of E. coli Tat protein transport; E. coli MC4100 TorA-mCherry Tat export, fluorescence; inhibition, % at 10 µM; actives 0.036% (n = 340,000); AID 488895;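 active means mean replicate inhibition at least 50% and at least half of replicates individually reaching 50%; inconclusive means only one of the two criteria met; inactive means neither criterion met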;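 further: exported cargo escapes ClpAP degradation while cytoplasmic cargo is degraded and loses fluorescence; 0% = median of neutral control wells and 100% = median of NaSCN control wells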
* hit, by the source's call; ? = inconclusive; nt = no result given. No enrichment for hits; 4.1% or so of the library scored in one or more.

SMILES | MITF TRPM1 HTS | CDK5 inh | CAL PDZ FP-1 | CAL PDZ FP-2 | Wnt act | cardiac RTF act | V-ATPase pH | Rtt109 HAT inh | dFosB activator | Tat export inh
COC(=O)c1sc(NC(=O)CCCn2nc([N+](=O)[O-])cc2C)c(C(=O)OC)c1C | -2 | -0.5 | -3 | -0.5 | nt | -3 | -7 | 3 | -7 | 4
CC(=O)Nc1ccc(S(=O)(=O)N2CCN(c3cc(C)nc4ccccc34)CC2)cc1 | nt | 0.5 | 0 | -1.4 | -6 | -5 | -5 | -1 | -10 | -3
COc1ccc(C)cc1Nc1n[n+](-c2ccccc2)c(-c2c(OC)ccc3ccccc23)s1 | -64 | 1.6 | 0 | -2.4 | -20 | -2 | 0 | -26 | 8 | 5
O=C(Nc1ccccc1C(=O)NC1CCCC1)NC1CCCC1 | nt | -1.6 | -1 | -1.2 | nt | 1 | 0 | 2 | 0 | 1
CC(=O)Nc1cc(C(F)(F)F)ccc1OCC1CCCO1 (stereo unspecified) | -4 | -1.8 | -2 | -0.9 | nt | 3 | 4 | -2 | -1 | 6
Nc1cc(C(=O)OCC(=O)Nc2cccc(S(=O)(=O)N3CCOCC3)c2)ccc1Cl | 2 | -0.1 | -2 | -2.0 | -6 | 4 | 3 | 2 | 6 | -9
O=C(CSc1nnc(-c2cccs2)n1CC1CCCO1)N1CCCC1 (stereo unspecified) | 9 | -2.3 | nt | 0.6 | 0 | 4 | -1 | 9 | 2 | -11
Cc1cc(NC(=O)CSc2nccn2-c2ccc(Cl)cc2)no1 | 0 | 0.0 | 0 | -0.3 | nt | -1 | -1 | 8 | -7 | 2
CCOc1nonc1C(=N)/C(C(C)=O)=C(\C)O | 5 | 0.8 | -1 | nt | 0 | 4 | 0 | 9 | 1 | 6
COC(=O)c1ccc(C(=O)Nc2cc(Cl)ccc2Cl)cc1NC(=O)c1ccc(N(C)C)cc1 | -7 | -0.1 | 2 | -2.7 | -5 | 0 | 0 | 2 | 0 | 6
Cc1ccc(-c2cn3cccnc3n2)cc1NC(=O)c1ccc(Br)o1 | -10 | 2.5 | nt | -3.0 | nt | -7 | -2 | -23 | -11 | 7
CCCc1cc(C(=O)Nc2cccnc2Cl)no1 | nt | -0.4 | -9 | -3.2 | 10 | -4 | 1 | -6 | 3 | -4
Cc1cc(C(F)F)n2nc(C(=O)Nc3cccnc3Cl)nc2n1 | -1 | -2.1 | -1 | -0.6 | nt | -1 | -5 | -2 | 7 | -3
Cc1ccc(-n2nc(C)c3c2OC(N)=C(C#N)C3c2ccoc2)cc1 (stereo unspecified) | nt | 1.4 | -2 | -1.0 | 2 | 5 | -2 | 10 | 0 | -8
O=C(CCN1C(=O)/C(=C/c2cccs2)SC1=S)NNC(=O)c1cccc(O)c1 | 6 | 0.2 | -4 | -0.3 | 0 | 24 | 2 | 2 | ? | 4
CC(C)(C)OC(=O)NCc1ccc(NC(=O)c2nc[nH]c2C(=O)N[C@@H](Cc2ccccc2)C(=O)OCc2ccccc2)cc1 | -29 | -0.1 | -5 | -0.8 | -8 | -2 | 1 | 10 | -4 | -9
O=C(O)c1ccc(N/N=C/c2cccc3nccnc23)cc1 | 49 | 1.1 | 1 | -3.6 | 23 | 5 | 0 | 15 | 4 | 2
CC(C)c1ccc(NC2CCCN(C(=O)C3=NN(C)C(=O)CC3)C2)cc1 (stereo unspecified) | -7 | 1.9 | nt | -0.7 | -1 | -4 | 3 | 7 | -3 | 1
COc1ccc(NC(=S)N2CCN(c3ccc([N+](=O)[O-])cc3)CC2)cc1OC | -5 | -0.3 | nt | -0.6 | -1 | 3 | -1 | 22 | -1 | 6
COc1ccc(C(=O)OCC(=O)Nc2ccccc2)cc1[N+](=O)[O-] | -15 | -0.2 | -5 | -0.4 | -2 | 2 | 0 | nt | -7 | -17
Cn1c(=O)c2c(ncn2CC(=O)NC2CCCCC2)n(C)c1=O | 10 | -2.0 | -2 | -1.4 | -2 | 0 | -1 | 3 | -3 | 6
Cc1ccc(CNC(=O)Cn2ccc3ccccc3c2=O)o1 | 0 | -0.4 | -3 | -2.6 | nt | 0 | 1 | -4 | 4 | 0
CC1=C(C(=O)Nc2ccc(C)cc2)C(c2cccs2)NC(=S)N1 (stereo unspecified) | 5 | -0.2 | 0 | -1.5 | -2 | 1 | 4 | -2 | -3 | -1
Cc1nc2ccccc2n1CSc1ccccc1 | -1 | -0.7 | 0 | 0.1 | 0 | -10 | 0 | -12 | -3 | 6
Cc1occc1C(=O)N1CCCC(N2CCN(c3cccc(C(F)(F)F)c3)CC2)C1 (stereo unspecified) | -7 | -0.1 | -2 | -2.7 | -3 | 6 | 10 | 4 | -17 | -6
SMILES | MITF TRPM1 HTS | CDK5 inh | CAL PDZ FP-1 | CAL PDZ FP-2 | Wnt act | cardiac RTF act | V-ATPase pH | Rtt109 HAT inh | dFosB activator | Tat export inh
Cc1[nH]c2ccccc2c1C(=O)CN1CCC2(CC1)OCCO2 | nt | -1.0 | nt | -0.3 | nt | -2 | 2 | -3 | -1 | -10
COc1ccc(C=C2SC(=S)NC2=O)cc1 | 14 | 1.4 | 0 | -1.0 | 1 | 2 | 0 | -1 | -6 | -6
Cc1c(OCC(=O)NC2CCN(Cc3ccccc3)CC2)ccc2c3c(c(=O)oc12)CCC3 | -2 | -2.5 | -3 | 0.6 | -1 | -2 | -3 | -4 | -16 | 2
Cc1ccc(OCCNC(=O)c2cccc(C)c2)cc1 | nt | 1.8 | 1 | -0.3 | 4 | -6 | 2 | 2 | 4 | -2
CC(=O)NC(CC(=O)OCc1ccc([N+](=O)[O-])cc1)c1ccccc1 (stereo unspecified) | 13 | 0.1 | -4 | -1.7 | 1 | 1 | 5 | 16 | -5 | 0
COc1ccc(C(=O)N(C)Cc2ccccn2)cc1OC1CCN(C(C)C)CC1 | -2 | -0.5 | -4 | -0.2 | -1 | -3 | 3 | 1 | 1 | 2
O=C(Nc1cccc2ccccc12)NC1CCCc2ccccc21 (stereo unspecified) | -12 | 0.2 | -3 | nt | -1 | 1 | 2 | 5 | 5 | -4
COc1ccc(C(=O)NC(=O)COC(=O)c2ccc(C)o2)cc1 | 5 | -7.9 | 0 | 0.3 | 1 | 1 | 3 | 4 | 14 | 1
COc1cc(OC)cc(C(=O)NCCC(=O)NCCc2ccc(OC)c(OC)c2)c1 | 3 | nt | -1 | 0.5 | 0 | 3 | -3 | 12 | 0 | -2
CCC(=O)Nc1ccc(NC(=O)c2cccc(OC)c2)nc1 | ? | -0.4 | 0 | nt | nt | 3 | -3 | -3 | -9 | 1
Cc1cccc(N(CC(=O)NC2CCCCC2)C(=O)c2c(C)noc2C)c1 | 5 | 0.6 | -5 | -2.1 | -7 | 5 | 1 | 6 | -9 | 4
COC(=O)c1ccc(C(=O)OC)c(NC(=O)CN(C)Cc2ccc(Cl)c(Cl)c2)c1 | -7 | -0.4 | -4 | -0.3 | -6 | 6 | -4 | -5 | -1 | 2
CCn1cc(C(=O)NCCCN(C)c2ccccc2)c(=O)c2cc(S(=O)(=O)N(C)C)ccc21 | nt | 0.1 | nt | -0.2 | 3 | 2 | 5 | -2 | -10 | 4
Cn1cccc1CNCc1ccccc1Cl | 26 | -0.7 | nt | -3.0 | nt | 0 | -1 | 1 | -15 | -1
Cc1ccccc1-n1c(-c2ccc(Br)o2)n[nH]c1=S | nt | 0.9 | -2 | 0.8 | 4 | -5 | -4 | 1 | 4 | 2
O=C1NC(Nc2nc3ccccc3s2)(C(F)(F)F)C(=O)N1C1CCCCC1 (stereo unspecified) | 3 | -0.7 | -4 | -2.1 | -1 | -8 | -3 | 11 | -3 | -8
CCCS(=O)(=O)N1CCCC(C(=O)NCC(OC)OC)C1 (stereo unspecified) | 6 | 0.5 | -1 | -2.0 | -1 | 0 | -1 | 9 | 1 | -5
COc1ccccc1NC(=O)CN1CCN(CC(=O)Nc2ccc(Cl)c(C(F)(F)F)c2)CC1 | -10 | -0.4 | 0 | -1.2 | nt | 4 | 1 | 2 | -4 | 6
COc1ccc(CCN2CC(C(=O)NCCc3cn[nH]c3)CCC2=O)cc1 (stereo unspecified) | 2 | -0.4 | 0 | -2.3 | 3 | 3 | -5 | 5 | -1 | -5
C=CCOc1ccc(C2NC(=O)c3ccccc3O2)cc1OCC (stereo unspecified) | 1 | -0.1 | -4 | nt | 0 | 1 | 2 | -10 | -2 | 5
Cc1cc(C(=O)N/N=C/c2ccc3c(c2)OCO3)c(C)o1 | 50 | -1.6 | nt | -1.6 | 5 | 3 | -1 | -9 | 6 | -5
COc1c(F)c(F)cc2c(=O)c(C(=O)O)cn(C3CC3)c12 | -10 | -0.5 | -2 | -1.8 | 3 | 3 | -6 | 11 | 2 | 68*
COc1ccccc1Nc1ccc(N)cc1 | -1 | 11 | 2 | -2.8 | -3 | -2 | 1 | 7 | -21 | -5
CC(Oc1cc(F)ccc1[N+](=O)[O-])C(=O)Nc1ccc(S(=O)(=O)N2CCCC2)cc1 (stereo unspecified) | 6 | 0.7 | -3 | -1.6 | -2 | -5 | 15* | -1 | -4 | 1
O=C(c1ccccc1)c1ccc(N2CCCC2)cc1 | 94* | -0.3 | -3 | -0.5 | 20 | -3 | 0 | 10 | 0 | 5
SMILES | MITF TRPM1 HTS | CDK5 inh | CAL PDZ FP-1 | CAL PDZ FP-2 | Wnt act | cardiac RTF act | V-ATPase pH | Rtt109 HAT inh | dFosB activator | Tat export inh
O=C(NC1CCN(S(=O)(=O)c2ccccc2F)CC1)c1ccco1 | -7 | -0.1 | -1 | -1.9 | -1 | 0 | -4 | 3 | 10 | -10
CCN(CC)C(=O)Cn1c(C)c(/C=C/c2cc[n+](C)cc2)c2ccccc21 | 12 | 1.1 | nt | 1.2 | 0 | 87* | -1 | 6 | -13 | 15
N#Cc1ccc(C(=O)CN2CCN(c3ccccc3)CC2)cc1 | -5 | 1.7 | 0 | -0.7 | 1 | -4 | 2 | -3 | 5 | 3
CCOC(=O)C1C(=O)NCC2CCCC21 (stereo unspecified) | 9 | -4.1 | 2 | 0.0 | nt | 4 | 6 | 6 | 2 | -6
COc1ccc(-c2cc(C(=O)N/N=C/c3sccc3C)c3ccccc3n2)c(OC)c1 | -15 | -0.1 | 2 | -3.0 | nt | 1 | 6 | -11 | -11 | 2
CSc1nnc(CSCc2ccc(Cl)cc2Cl)n1-c1ccccc1 | 1 | -1.5 | -4 | -0.8 | nt | -4 | -1 | 2 | -10 | 26
CC(C)C(=O)NC(=S)Nc1ccccc1N1CCN(C(=O)c2ccc(Cl)cc2)CC1 | -2 | -0.9 | -3 | -3.3 | -1 | -3 | -2 | -7 | -10 | 19
Cc1ccc(S(=O)(=O)Cc2ccc(C(=O)N3CCC(C)CC3)cc2)cc1 | 2 | 0.2 | -1 | -1.2 | -1 | -4 | 0 | 1 | -18 | 2
CCCn1c(C)cs/c1=N\C(=S)Nc1ccccc1 | 0 | 0.1 | -2 | -2.7 | 3 | -6 | -6 | 37 | -4 | -6

Compound activity from PubChem BioAssay.
